# Bioassay records deposited in PubChem BioAssay by National Center for Advancing Translational Sciences (NCATS).
# HEK293 viab = GF-AFC viability counterscreen for inhibitors of alpha-synuclein gene (SNCA) expression. HEK-293-SNCA-luc viability, GF-AFC fluorescence, 24 h. Potency, µM (series often up to 57.1 µM), for inactives: at the highest dose activity change, negative = cytotoxicity, usual class: cytotoxic. actives 0.12% (n = 150,000). AID 1671193, 2021;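 further: potency means the concentration at half of the fitted maximal effect; 0% = DMSO-treated cells and -100% = medium-only wells without cells; nearly all actives have a fitted effect of over 30% in size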
#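 HEK-293-SNCA-luc cells (1500/well) plated 24 h, then exposed 24 h to a dilution series; GF-AFC added 30 min at 37C, fluorescence 405/540 nm; normalised to medium-only and DMSO wells, Hill fit.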
# HEK293 tox = Cytotoxic Profiling in HEK 293 Cell Line of Diverse Libraries Using Quantitative High-Throughput Screening | HEK 293 viability, ATP luminescence (CellTiter-Glo), 48-72 h | Potency, µM (doses to about 115 µM), for inactives: at the highest dose activity change, negative = cytotoxicity, usual class: inhibitors | actives 6.6% (n = 94,000) | AID 1345083, 2018; further: potency means the concentration at half of the fitted maximal effect; nearly all actives have a fitted effect of over 60% in size
#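 HEK 293 seeded at 250 cells/well receive compound via pintool. After 48 or 72 hr at 37 degree Celsius, 5% CO2 and 95% humidity, CellTiter-Glo is dispensed and luminescence read following 10 min at room temperature.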
# SNCA expr inh = Primary qHTS assay for inhibitors of alpha-synuclein gene (SNCA) expression. AID 1671194, 2021. Potency, µM (doses to about 57.2 µM), for inactives: at the top dose activity change, negative = inhibition, actives largely listed as inhibitors. actives 0.17% (n = 140,000). HEK-293 SNCA-luciferase knock-in, luminescence, 24 h;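 further: potency means the concentration at half of the fitted maximal effect; plate controls were DMSO cells for no effect and cell-free wells for full effect; nearly all actives have a fitted effect of over 45% in size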
# NIH3T3 tox = Cytotoxic Profiling in NIH 3T3 Cell Line of Diverse Libraries Using Quantitative High-Throughput Screening | NIH 3T3 viability, CellTiter-Glo ATP luminescence, 48-72 h | Potency, µM (titrated, usually from 96.7 µM), for inactives: top-dose activity change, negative = cytotoxicity, most hits filed as inhibitors | actives 4.3% (n = 94,000) | AID 1345082, 2018; further: potency means the concentration at half of the fitted maximal effect; nearly all actives have a fitted effect of over 55% in size
#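 ATP-dependent luminescence (CellTiter-Glo) served as the viability signal for NIH 3T3 cells treated with compound for 48 or 72 hr at 37 °C.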
# GPT2 inhibitor = Primary qHTS assay for inhibitors of Glutamate pyruvate transaminase 2 (GPT2) | Recombinant GPT2, coupled pyruvate oxidase/HRP Amplex Red fluorescence | Potency, µM (titrated, usually from 57.7 µM), inactives show top-dose activity change, negative = inhibition, actives largely listed as inhibitors | AID 1671188, 2021 | Alanine aminotransferase 2 (Homo sapiens), Q8TD30 | actives 0.25% (n = 100,000); further: potency means the concentration at half of the fitted maximal effect; nearly all actives have a fitted effect of over 60% in size; many of its hits are not listed in these tables
# Target sequence (Q8TD30 whole entry, looked up): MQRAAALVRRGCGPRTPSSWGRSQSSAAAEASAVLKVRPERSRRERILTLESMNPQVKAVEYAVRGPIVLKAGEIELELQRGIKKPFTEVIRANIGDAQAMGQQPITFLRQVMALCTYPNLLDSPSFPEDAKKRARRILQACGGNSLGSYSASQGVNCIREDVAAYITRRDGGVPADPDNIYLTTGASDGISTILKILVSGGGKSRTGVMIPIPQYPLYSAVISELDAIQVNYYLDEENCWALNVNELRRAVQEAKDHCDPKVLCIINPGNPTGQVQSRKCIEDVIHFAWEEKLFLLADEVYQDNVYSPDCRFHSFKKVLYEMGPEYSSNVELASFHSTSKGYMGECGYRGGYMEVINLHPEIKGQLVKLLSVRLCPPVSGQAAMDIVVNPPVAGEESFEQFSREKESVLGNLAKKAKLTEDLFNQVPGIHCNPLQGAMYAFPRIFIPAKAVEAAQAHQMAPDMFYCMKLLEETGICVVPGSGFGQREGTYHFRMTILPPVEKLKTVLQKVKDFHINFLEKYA
#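 Fluorescence of coupled pyruvate oxidase/HRP/Amplex Red system (50uM Amplex, 30 min, dark) reports pyruvate formed by GPT2. Enzyme reaction: 10ng/uL GPT2, 2mM L-alanine, 250uM a-KG, 30 min room temperature, pH 7.5; 50uM AOA control.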
# Luciferase inh = Firefly luciferase inhibition profiling of diverse chemical library using quantitative high-throughput screening | Luciferin 4-monooxygenase (Photinus pyralis), P08659 | purified P. pyralis luciferase, luminescence, biochemical | Potency, µM (top dose mostly 115 µM), for inactives: at the highest dose activity change, negative = inhibition, most hits filed as inhibitors | actives 2.5% (n = 76,000); further: potency means the concentration at half of the fitted maximal effect; nearly all actives have a fitted effect of over 65% in size
# Target sequence (P08659 whole entry, looked up): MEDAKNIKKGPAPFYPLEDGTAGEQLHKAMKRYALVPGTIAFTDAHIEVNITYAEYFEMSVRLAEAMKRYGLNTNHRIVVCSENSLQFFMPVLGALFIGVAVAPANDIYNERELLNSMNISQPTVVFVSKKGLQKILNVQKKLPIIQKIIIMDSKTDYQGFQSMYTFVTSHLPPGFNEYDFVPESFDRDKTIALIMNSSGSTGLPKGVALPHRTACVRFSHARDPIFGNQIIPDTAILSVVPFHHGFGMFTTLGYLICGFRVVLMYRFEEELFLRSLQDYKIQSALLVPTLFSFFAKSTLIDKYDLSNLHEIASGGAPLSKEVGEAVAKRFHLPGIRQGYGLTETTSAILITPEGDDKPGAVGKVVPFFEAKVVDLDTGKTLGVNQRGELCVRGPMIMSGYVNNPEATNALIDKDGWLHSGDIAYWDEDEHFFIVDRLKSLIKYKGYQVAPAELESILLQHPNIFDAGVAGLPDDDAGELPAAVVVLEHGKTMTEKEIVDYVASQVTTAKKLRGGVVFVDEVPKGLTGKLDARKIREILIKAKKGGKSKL
#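 Luminescence read by CCD imaging after purified firefly luciferase (10nM final) was added to substrate buffer holding 10uM D-luciferin and 10uM ATP, pH 7.5, pre-dosed with compound.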
# IP6K1 inh = Primary qHTS assay for small molecule inhibitors of Inositol hexaphosphate kinase 1 (IP6K1) | Inositol hexakisphosphate kinase 1 (Homo sapiens), Q92551 | IP6K1 kinase, ADP-Glo luminescence, 2 h; stronger effect = lower value | activity change, % (series mostly up to about 58 µM) | actives 0.81% (n = 140,000) | AID 1645851, 2021; in the data active means activity change below about -25%
#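 ADP-Glo luminescence measures ADP made by human IP6K1 during a 2 h RT reaction with ATP/IP6 (mix at 1.3 mM/130 uM); top library doses 57.5 and 19.1 uM final.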
# Active calls of the source: *; i = inactive; ? = inconclusive; · = not tested or not shown; [ ] = another dose, or the depositor's remark. Unless noted, the call rests on the fitted dose curve; in most records, active means well fitted curve in the direction sought with a large enough effect; inconclusive means small, poorly fitted or top-dose-only effect, or another doubt; inactive means no such curve, though single readings can be large; an effect the other way counts as inactive or inconclusive. Unless noted, on the % scale 0 is the no-effect control and ±100 the full control effect. This is a subset, so the mix of outcomes need not match the whole.
SMILES,HEK293 viab,HEK293 tox,SNCA expr inh,NIH3T3 tox,GPT2 inhibitor,Luciferase inh,IP6K1 inh
CCCCOC(=O)N1C[C@@H](C(N)=O)[C@@H]2Oc3c(C)cccc3[C@@H]21,·,?,·,-23%,·,·,3
COc1ccc(CCn2c(=O)c(-c3noc(C)n3)c3n(c2=O)CCCCC3)cc1,6%,-9%,4%,-13%,i,1%,41
COc1ccc(-c2onc(C)c2C(=O)NCCSCc2ccco2)cc1,21%,?,12%,?,i,-4%,7
Cc1ccc(-c2cn3cc(C(=O)NCCCc4ccccc4)nc3s2)cc1,9%,-34%,15%,-27%,i,·,0
O=C(c1ccc(F)cc1)N1CCC2(CNc3ccccc3[S+](=O)([O-])N2)C1 (stereo not drawn),-11%,?,-23%,?,2%,4%,12
O=C(Cc1ccccc1F)N1CCN(c2cc(-c3ccc(Cl)cc3)[nH]n2)CC1,2%,-7%,-21%,-14%,i,1%,5
COc1ccc(CNC2(Cc3cc(-c4ccc(OC)cc4)on3)COC2)cc1,-1%[87.6 µM],?,-8%[87.6 µM],?,?,4%[172 µM],7
O=C(C1COc2ccccc2O1)N(Cc1cccnc1)c1nc2ccc(Cl)cc2s1 (stereo not drawn),9%,·,30%[activator],·,·,·,-12
CSc1nccc(-c2ccccc2CO)n1,6%,-14%,6%,-20%,0%,1%,6
CCOC(=O)CC(NC(=O)CCc1c(C)nc2ncnn2c1C)c1ccc(OC(C)C)cc1 (stereo not drawn),19%,·,18%,·,·,·,-5
O=C(O)C[C@@H]1CCN(C(=O)Nc2ccccc2)C[C@@H]1CCN1CCCCC1,10%[87.6 µM],-10%[172 µM],23%[87.6 µM],-11%[138 µM],2%[88.5 µM],-25%[172 µM],8
COc1ccc(N2C(=O)C3(CCCCC3)C2C(=O)N2CCN(C(C)C)CC2)cc1 (stereo not drawn),-5%,-13%,-17%,4%,i,-4%,-1
O=C(Nc1ccccc1)C1CN(S(=O)(=O)c2cccnc2)CC12CCCCC2 (stereo not drawn),7%,-28%,14%,-17%,-2%,-11%,24
Cc1ccc(CNC(=O)c2c[nH]c3ccc(S(=O)(=O)N4CCOCC4)cc3c2=O)cc1,3%,·,53%[activator],·,·,·,4
O=C(NC[C@H]1Cn2ccnc2CO1)c1ccc(C(F)(F)F)cc1,0%[87.6 µM],?,-6%[87.6 µM],-15%[174 µM],1%[88.5 µM],-4%[172 µM],16
COc1ccccc1C(=O)N1CC2(C1)C(=O)Nc1ccccc12,1%,4%,2%,2%,i,·,-16
O=C([C@@H]1C[C@H](F)CN1C(=O)c1ccoc1)N1CCCCC1,5%,4%,-14%,1%,-12%,-5%,0
CN1CCC(OC2CCN(S(=O)(=O)c3ccc(F)cc3)CC2)CC1,9%,-18%,-7%,-13%,i,4%,-2
CCc1ccc(CNCc2c(C(=O)O)n(Cc3ccc(F)cc3Cl)c3cc(OC)ccc23)cc1,20%,·,6%,·,·,·,15
Cn1c(=O)cc(OCC(=O)NCc2ccc(F)cc2Cl)c2ccccc21,9%,·,27%,·,·,·,-21
CNCCN1C(=O)CC[C@H]2CN(C(=O)CCCn3cnnn3)CC[C@H]21,-3%,2%,-20%,0%,i,4%,4
O=c1c2cc(-c3ccc(F)cc3)nn2ccn1CC(O)c1ccc2c(c1)OCO2 (stereo not drawn),2%,-11%,9%,5%,i,-3%,0
COCCN1C(=O)CC[C@@]2(C(=O)NCc3ccncc3)CCCC[C@H]12,5%,0%,-9%,1%,0%,4%,-3
Cc1cc(C(=O)N(CC2CCN(Cc3ccccc3C)CC2)CC2CCCO2)c(C)o1 (stereo not drawn),-12%,-22%,44%[activator],-15%,5%,-2%,13
COc1ccc(CN2CC(COc3ccc(OC)cc3)Oc3ncccc3C2=O)cc1 (stereo not drawn),·,?,·,?,·,·,3
COC1CN(C2CCN(C(=O)NC(C)(C)C)CC2)C12CCOCC2 (stereo not drawn),7%,-12%,46%,-20%,-11%,2%,1
C#CCNC(=O)c1ccc2nnc(-c3cccc(OC(F)(F)F)c3)n2c1,-14%,?,10%,?,i,·,10
Cc1cc(C)cc(NC(=O)CN2C(=O)c3ccccc3Sc3ccc(C(=O)N4CCOCC4)cc32)c1,-13%,·,-12%,·,·,·,-13
O=C(CSc1ncc(S(=O)(=O)c2ccc(Cl)cc2)c(=O)[nH]1)Nc1ccc2c(c1)OCCO2,-13%,·,-11%,·,·,·,-13
Cn1c(CO[C@H]2CN(S(=O)(=O)c3ccc(Cl)cc3)C[C@H]2F)nc2ccccc21,-8%[87.6 µM],?,-12%[87.6 µM],?,i,-3%[172 µM],0
COCCCNC(=O)N1CCC(C)(c2noc(C3CCOCC3)n2)CC1,3%,i,19%,-7%,-4%,·,12
Cc1cc(C)cc(NC(=O)C2CCN(c3cc(C)nc4c(-c5ccc(Cl)cc5)c(C)nn34)CC2)c1,6%,·,6%,·,·,·,5
COc1ccc(S(=O)(=O)Nc2ccc(C)n(CC(=O)NCc3ccco3)c2=O)cc1,-2%,8%,-11%,0%,-11%,-8%,18
C[C@@H](NC(=O)[C@@H]1C[C@@H](NS(=O)(=O)c2cccs2)CCN1C(=O)c1ccco1)C(N)=O,6%,-8%,-13%,0%,-6%,1%,5
Cc1ccc(C(=O)N2C[C@@H](CO)[C@H](c3ccccn3)C2)c(C)c1,4%,-1%,15%,1%,i,4%,6
Cn1c(=O)c2c(-c3ccccc3)n(-c3cccc(C#N)c3)cc2n(C)c1=O,-24%,·,7%,·,·,·,15
CCc1ccc(NC(=O)Cn2c(=O)n(Cc3ccc4c(c3)OCO4)c(=O)c3oc4ccccc4c32)cc1,-13%,·,7%,·,·,·,22
COCCCNC(=O)Cn1cnc2sc(C)c(S(=O)(=O)N3CCN(c4ccccc4OC)CC3)c2c1=O,3%,·,4%,·,·,·,3
O=C(COc1ccccc1)N1CCC2(CC1)CC(OCC1CC1)CCO2 (stereo not drawn),-1%[12.5 µM],-2%,8%,-21%,i,-4%,-18
CCC(C)SSc1ncc[nH]1 (stereo not drawn),-18%,·,?,·,5%,·,·
Cc1ccc([S+](=O)([O-])NC2CCCN(Cc3cccc(-c4ccc(C)c(Cl)c4)c3)C2)cc1 (stereo not drawn),5%,28µM*,1%,?,i,·,-7
Cc1ccc(CN2CCn3c(nn(-c4ccncc4)c3=O)C2)cc1,-19%[87.6 µM],?,-23%[87.6 µM],?,3%[88.5 µM],-6%[172 µM],-20
CCc1ccc(C(=O)N2CCn3nc(C(O)c4ccccc4)cc3C2)s1 (stereo not drawn),-2%,-23%,-4%,-27%,i[11.5 µM],0%,-13
Cc1noc(/C=C/N(C)C)c1S(=O)(=O)N1CCCC(C(=O)Nc2ccc(F)cc2F)C1 (stereo not drawn),-25%,·,?,·,·,·,22
Cc1ccc(-c2noc(CSc3nnc(C)n3-c3ccc(C)c(C)c3)n2)cc1,11%,·,54%[activator],·,·,·,-7
CNc1ccc(-c2noc([C@@H]3CCCN3C3CCC3)n2)cn1,-15%[87.6 µM],-7%[172 µM],26%[87.6 µM],-5%[138 µM],-17%[88.5 µM],?,19
CCn1nc(C)c2c(-c3ccccc3)cc(=O)n(C(C)C(=O)Nc3cc(C)ccc3C)c21 (stereo not drawn),-20%,·,-11%,·,·,·,-1
COCC(=O)NC[C@H]1OC[C@@H](NC2CCCCC2)[C@@H]1O,4%[87.6 µM],i,-1%[87.6 µM],3%[174 µM],-4%[88.5 µM],6%[230 µM],14
Cc1ccc(CN2C[C@@H]3C(=O)N(CCc4ccccc4)C(=O)[C@@H]3C2)c(C)c1,-5%,?,-9%,?,-4%,7%,4
O=C(CSc1nccn1Cc1ccc(Cl)cc1)Nc1ccc2c(c1)OCO2,-17%,·,?,·,·,·,3
c1ccc(CC2CCN(Cc3nnc4cc(-c5nc(-c6ccccc6)no5)ccn34)CC2)cc1,1%,-12%,74%[activator],-12%,-1%,5%,40
CN(C)c1ccc(CN[C@H]2C[C@H]3C(=O)NC[C@@H](CCC(=O)NCc4ccc(F)cc4)N3C2)cc1,8%,4%,32%[activator],-22%,i,-13%,-1
COc1ccc(Cl)cc1NC(=O)CSc1c2c(nc3ccccc13)CCC2,-2%,·,2%,·,·,·,22
CC(C)c1cc(C(=O)NCc2cccnc2Oc2cccc(C(F)(F)F)c2)n[nH]1,-13%,?,0%,?,i,?,-8
O=c1c2sc3ccccc3c2n(Cc2ccc(F)cc2)c(=O)n1Cc1ccco1,-4%,·,0%,·,·,·,7
CCc1noc(-c2cn(C3CCCN(C(=O)c4ccccc4)C3)nn2)n1 (stereo not drawn),8%,9%,-1%,-16%,i,7%,-11
COC(=O)N1CCCC1C(=O)N1CCCC(c2nc3ncccc3[nH]2)C1 (stereo not drawn),-2%,-6%,-3%,-4%,-12%,·,-2
Cc1cc(N2CCN(c3cccc(C(F)(F)F)c3)CC2)n2nc(-c3ccccc3)nc2n1,6%,·,23%,·,·,·,-20
COc1cc(-c2[nH]ncc2CN(CCO)Cc2ccccc2)cc(OC)c1OC,-11%,-10%,-7%,-24%,4%,2%,14
Cn1nc2n(c1=O)CCC(NC(=O)CCC1CCCCC1)CC2 (stereo not drawn),6%,-1%,-10%,-9%,-4%,5%,7

# Ordered by count of non-hydrogen atoms (rising): three of the compounds above
SMILES,HEK293 viab,HEK293 tox,SNCA expr inh,NIH3T3 tox,GPT2 inhibitor,Luciferase inh,IP6K1 inh
Cn1nc2n(c1=O)CCC(NC(=O)CCC1CCCCC1)CC2 (stereo not drawn),6%,-1%,-10%,-9%,-4%,5%,7
CCc1noc(-c2cn(C3CCCN(C(=O)c4ccccc4)C3)nn2)n1 (stereo not drawn),8%,9%,-1%,-16%,i,7%,-11
CC(C)c1cc(C(=O)NCc2cccnc2Oc2cccc(C(F)(F)F)c2)n[nH]1,-13%,?,0%,?,i,?,-8
